GalR3 antagonist – blocks the human galanin receptor 3; O60755; HEK293 GalR3-CNG cAMP membrane potential fluorescence; galR3 body fused to GalR1 C-terminus; inhibition, % at 3 µM; 0.44% of 360,000 active;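 active means inhibition above the screen-wide average plus 3 SD, cut at about 13% in these data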;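 further: forskolin and galanin both at EC90 stimulate the cells; cAMP rise reported by CNG channel membrane potential dye signal; 0% = forskolin plus galanin with DMSO and 100% = forskolin alone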
OXTR ag – agonists of human oxytocin receptor; 0.32% of 320,000 active; CHO-OTR cells, Fluo-8 calcium fluorescence; normalized: DMSO 0%, oxytocin 100%; activation, % at 3 µM;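 active means activation above the mean of all tested compounds plus 3 SD, cutoff set per screening run, cut at about 20% in these data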;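 further: peak over basal fluorescence ratio from a 100 s FLIPR kinetic read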
Target sequence (P30559 whole entry, looked up): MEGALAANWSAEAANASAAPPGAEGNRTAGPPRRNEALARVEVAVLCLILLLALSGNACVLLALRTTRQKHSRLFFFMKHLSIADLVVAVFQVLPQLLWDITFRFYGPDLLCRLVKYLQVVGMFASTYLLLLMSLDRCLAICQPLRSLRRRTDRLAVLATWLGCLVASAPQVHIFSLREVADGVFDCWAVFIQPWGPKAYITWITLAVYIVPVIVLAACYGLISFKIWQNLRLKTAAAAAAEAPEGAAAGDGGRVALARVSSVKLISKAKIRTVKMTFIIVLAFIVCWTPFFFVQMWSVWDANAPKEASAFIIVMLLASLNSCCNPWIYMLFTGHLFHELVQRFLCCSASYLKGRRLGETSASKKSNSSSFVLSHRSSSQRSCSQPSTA
V1aR counter – V1a receptor agonism, counter-screen for OXTR agonists | P37288 | CHO-V1R cells, Fluo-8 calcium fluorescence, agonist mode; 0% DMSO, 100% 3 nM vasopressin | activation, % at 3 µM | 0.25% of 320,000 active;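 active means activation above the mean activation of all tested compounds plus 3 SD, per screening run, cut at about 20% in these data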;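 further: signal is peak over basal fluorescence ratio across a 100 second FLIPR read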
PHOSPHO1 inh – PHOSPHO1 (human) inhibition; recombinant PHOSPHO1, absorbance phosphatase assay; 1.1% of 290,000 active; inhibition, % at 13.3 µM; Q8TCT1; AID 1565; in the data active means inhibition above about 60%
Target sequence (Q8TCT1 whole entry, looked up): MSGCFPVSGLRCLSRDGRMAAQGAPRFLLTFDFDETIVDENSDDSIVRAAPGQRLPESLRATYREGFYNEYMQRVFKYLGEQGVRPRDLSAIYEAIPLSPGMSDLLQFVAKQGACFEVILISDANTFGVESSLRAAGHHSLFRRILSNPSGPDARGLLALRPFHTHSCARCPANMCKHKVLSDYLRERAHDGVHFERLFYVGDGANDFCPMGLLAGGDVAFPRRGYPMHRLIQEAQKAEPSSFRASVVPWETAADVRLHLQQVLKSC
MEKK2 WT-MEK5 – raises or lowers MEK5 binding to wildtype human MEKK2 PB1 domain. Q9Y2U5. bead flow cytometry, Alexa488-MEK5 binding to MEKK2 WT; actives lie on both sides. binding response (% of control), % at 10 µM. 1.1% of 290,000 active; in the data active means binding response below about 67% or above about 130%
NALP1 inh – inhibitors of NALP1 inflammasome in yeast; S. cerevisiae NALP1/ASC/caspase-1 growth, X-gal OD620, 72 h; inhibition, % at 10 µM; 0.61% of 280,000 active; AID 2071; in the data active means inhibition mostly above about 24%, no sharp cut-off; inactive means mostly below about 32%; further: some compounds called inactive have numbers as strong as hits
MEKK3 PB1 HTS – modulators (inhibitors or enhancers) of MEK5 binding to human MEKK3 PB1 domain; binding response (% of control), % at 10 µM; bead-based flow cytometry, Alexa488-MEK5 binding to MEKK3; actives lie on both sides; 0 = blocked by unlabeled MEK5, 100 = vehicle; 1.4% of 290,000 active;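 active means binding response more than 3 SD above or below the average of its plate-row segment, actives on both sides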;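 further: Alexa488 bead fluorescence after subtracting the streptavidin-only scavenger bead signal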
MEKK2 mut-MEK5 – signal of MEK5 binding to mutant human MEKK2 PB1 domain. percent response, % at 10 µM. 0.35% of 290,000 active. bead flow cytometry, Alexa488-MEK5 binding to MEKK2 mutant; in the data active means percent response above about 24%, passing the limit was not always enough; further: inactives centre near 1; some results filed as inactive read as strong as hits; reference of the scale not given here
GPR7 antagonist – human neuropeptides B/W receptor 1 antagonism; P48145; 1.1% of 290,000 active; inhibition, % at 4.4 µM; GPR7-expressing cells, fluorescence antagonist assay; AID 1861; in the data active means inhibition above about 16%, passing the limit was not always enough;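 further: cells stimulated with the agonist NPW; 0% = agonist with vehicle and 100% = vehicle without agonist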
Target sequence (P48145 whole entry, looked up): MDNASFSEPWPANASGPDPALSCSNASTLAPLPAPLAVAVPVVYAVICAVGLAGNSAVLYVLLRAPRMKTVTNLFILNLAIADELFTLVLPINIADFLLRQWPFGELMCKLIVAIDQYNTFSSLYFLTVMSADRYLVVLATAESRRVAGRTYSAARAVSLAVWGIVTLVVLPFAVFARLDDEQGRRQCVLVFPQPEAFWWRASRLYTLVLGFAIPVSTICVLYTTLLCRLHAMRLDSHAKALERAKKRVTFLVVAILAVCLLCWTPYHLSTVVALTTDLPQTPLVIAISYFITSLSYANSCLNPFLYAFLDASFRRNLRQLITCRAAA
Starred values were filed as active, the others as inactive.

`COc1ccc(C(=O)/C=C/c2cccs2)c(OC(=O)N2CCOCC2)c1` gave GalR3 antagonist -5, OXTR ag -1.4, V1aR counter 0.7, PHOSPHO1 inh -3, MEKK2 WT-MEK5 95, NALP1 inh 31, MEKK3 PB1 HTS 85, MEKK2 mut-MEK5 0 and GPR7 antagonist -1.
`CC(C)CCn1c(Cl)nc2c1c(=O)n(C)c(=O)n2C` gave GalR3 antagonist -2, OXTR ag 0.8, V1aR counter 0.3, PHOSPHO1 inh 40, MEKK2 WT-MEK5 88, NALP1 inh -6, MEKK3 PB1 HTS 89, MEKK2 mut-MEK5 -7 and GPR7 antagonist -3.
`CCOc1cc(/C=C2\NC(=O)NC2=O)cc([N+](=O)[O-])c1O` gave GalR3 antagonist -7, OXTR ag 0.5, V1aR counter 0.4, PHOSPHO1 inh 13, MEKK2 WT-MEK5 95, MEKK3 PB1 HTS 95, MEKK2 mut-MEK5 -9 and GPR7 antagonist -9.
`Cn1c(SCC(=O)NCC2CCCO2)nc2c(c1=O)SCC2` (configuration not stated) gave GalR3 antagonist 1, OXTR ag 0.1, V1aR counter 1.4, PHOSPHO1 inh 38, MEKK2 WT-MEK5 105, NALP1 inh 5, MEKK3 PB1 HTS 103, MEKK2 mut-MEK5 6 and GPR7 antagonist -12.
For O=C(CSc1nc(-c2ccc(Cl)cc2)[nH]c(=O)n1)Nc1cccc(Cl)c1 the results were GalR3 antagonist 3, OXTR ag -1.4, V1aR counter 1.3, PHOSPHO1 inh 42, MEKK2 WT-MEK5 103, MEKK3 PB1 HTS 105, MEKK2 mut-MEK5 2 and GPR7 antagonist -6.
`CCN(CC)c1ccc(NC(=O)c2cncc(Br)c2)cc1` gave GalR3 antagonist -2, OXTR ag -1.1, V1aR counter -0.9, PHOSPHO1 inh 37, MEKK2 WT-MEK5 108, NALP1 inh 5, MEKK3 PB1 HTS 103, MEKK2 mut-MEK5 7 and GPR7 antagonist -13.
CC(C(=O)N1CCOCC1)c1ccc([N+](=O)[O-])cc1 (configuration not stated) was read as GalR3 antagonist 7, OXTR ag 0.6, V1aR counter 1.6, PHOSPHO1 inh -34, MEKK2 WT-MEK5 100, NALP1 inh 13, MEKK3 PB1 HTS 102, MEKK2 mut-MEK5 -2 and GPR7 antagonist -7.
For Cc1ccc(-c2nc(CS(=O)CC(=O)NCCC(C)C)c(C)o2)cc1 (configuration not stated) the results were OXTR ag -1.4, V1aR counter -1.0, PHOSPHO1 inh 19, MEKK2 WT-MEK5 108, NALP1 inh -26, MEKK3 PB1 HTS 105, MEKK2 mut-MEK5 9 and GPR7 antagonist -17.
`CC(=O)OCCN(CCOC(C)=O)c1c(C)[nH]c(=O)[nH]c1=O` gave GalR3 antagonist 0, OXTR ag 1.1, V1aR counter 0.4, PHOSPHO1 inh 18, MEKK2 WT-MEK5 89, NALP1 inh -29, MEKK3 PB1 HTS 88, MEKK2 mut-MEK5 -5 and GPR7 antagonist 0.
For O=C(Nc1cccnc1)c1cccs1 the results were OXTR ag 0.9, V1aR counter 0.3, PHOSPHO1 inh 6, MEKK2 WT-MEK5 91, NALP1 inh 21, MEKK3 PB1 HTS 85, MEKK2 mut-MEK5 -7 and GPR7 antagonist 1.
Cc1ccc2oc(=O)c3cc(C(=O)NCCN4CCN(C)CC4)sc3c2c1 was read as GalR3 antagonist -1, OXTR ag 0.1, V1aR counter 1.0, PHOSPHO1 inh -2, MEKK2 WT-MEK5 108, NALP1 inh 31, MEKK3 PB1 HTS 105, MEKK2 mut-MEK5 11 and GPR7 antagonist -6.
Screening Nc1ccc(N2CCCCC2)c2nonc12 returned GalR3 antagonist -4, OXTR ag 0.4, V1aR counter 0.9, PHOSPHO1 inh -7, MEKK2 WT-MEK5 82, NALP1 inh -1, MEKK3 PB1 HTS 88, MEKK2 mut-MEK5 -5 and GPR7 antagonist -2.
Screening CN(C(=O)COC(=O)c1cccnc1Nc1ccccc1F)C1CCS(=O)(=O)C1 (configuration not stated) returned GalR3 antagonist -1, OXTR ag -0.6, V1aR counter 0.5, PHOSPHO1 inh 5, MEKK2 WT-MEK5 88, NALP1 inh 22, MEKK3 PB1 HTS 88, MEKK2 mut-MEK5 -3 and GPR7 antagonist -4.
CCOC(=O)C(=O)/C(=C\N(C)C)c1onc(-c2c(F)cccc2Cl)c1C(=O)OC was read as GalR3 antagonist -2, OXTR ag 0.2, V1aR counter 0.9, PHOSPHO1 inh 14, MEKK2 WT-MEK5 103, NALP1 inh 36, MEKK3 PB1 HTS 103, MEKK2 mut-MEK5 9 and GPR7 antagonist -8.
`O=C(CSc1nc2ccccc2o1)c1ccc2c(c1)OCCO2` gave GalR3 antagonist -1, OXTR ag -0.4, V1aR counter -0.8, PHOSPHO1 inh 24, MEKK2 WT-MEK5 110, NALP1 inh -11, MEKK3 PB1 HTS 107, MEKK2 mut-MEK5 6 and GPR7 antagonist -9.
Clc1ccc(Sc2cc(N3CCOCC3)nc(-c3ccccc3)n2)cc1 was read as GalR3 antagonist 3, OXTR ag 0.7, V1aR counter 0.5, PHOSPHO1 inh 29, MEKK2 WT-MEK5 94, NALP1 inh -3, MEKK3 PB1 HTS 87, MEKK2 mut-MEK5 -11 and GPR7 antagonist 5.
For COc1ccc(C2=NOC3(CC(=O)N(c4ccc(F)cc4)C3=O)C2)cc1 (configuration not stated) the results were GalR3 antagonist -2, OXTR ag 1.2, V1aR counter 1.4, PHOSPHO1 inh 28, MEKK2 WT-MEK5 99, NALP1 inh -26, MEKK3 PB1 HTS 98, MEKK2 mut-MEK5 2 and GPR7 antagonist -4.
O=C(CSc1nc2ccc(NC(=O)C3CCCCC3)cc2s1)NCC1CCCO1 (configuration not stated) was read as GalR3 antagonist 3, OXTR ag 0.8, V1aR counter 2.6, PHOSPHO1 inh -1, MEKK2 WT-MEK5 98, NALP1 inh 25, MEKK3 PB1 HTS 97, MEKK2 mut-MEK5 -2 and GPR7 antagonist 0.
For CCCCNC(=O)c1ccc2c(SCC(=O)O)c3c(nc2c1)CCCC3 the results were GalR3 antagonist -10, OXTR ag -0.8, V1aR counter -0.6, PHOSPHO1 inh -10, MEKK2 WT-MEK5 102, NALP1 inh 20, MEKK3 PB1 HTS 98, MEKK2 mut-MEK5 -1 and GPR7 antagonist -10.
Screening CC1=C(C(=O)OC(C)C)C(c2ccc(O)cc2)NC(=O)N1 (configuration not stated) returned GalR3 antagonist -3, OXTR ag 0.2, V1aR counter 1.6, PHOSPHO1 inh -2, MEKK2 WT-MEK5 102, NALP1 inh 2, MEKK3 PB1 HTS 101, MEKK2 mut-MEK5 2 and GPR7 antagonist -4.
Screening COc1ccc(NC(=O)c2ccc(OC(F)F)cc2)cc1Cl returned GalR3 antagonist -1, OXTR ag -1.8, V1aR counter -0.3, PHOSPHO1 inh 4, MEKK2 WT-MEK5 98, NALP1 inh 25, MEKK3 PB1 HTS 100, MEKK2 mut-MEK5 -2 and GPR7 antagonist 16.
O=C(CN1C(=O)S/C(=C\c2ccc(O)c([N+](=O)[O-])c2)C1=O)Nc1ccc(N2CCOCC2)cc1 was read as GalR3 antagonist -4, PHOSPHO1 inh 17, MEKK2 WT-MEK5 98, NALP1 inh -2, MEKK3 PB1 HTS 97, MEKK2 mut-MEK5 -4 and GPR7 antagonist -8.
COc1ccc(C(=O)NNC2=NS(=O)(=O)c3ccccc32)cc1OC was read as GalR3 antagonist -5, OXTR ag 0.3, V1aR counter -0.2, PHOSPHO1 inh 32, MEKK2 WT-MEK5 103, NALP1 inh -7, MEKK3 PB1 HTS 102, MEKK2 mut-MEK5 7 and GPR7 antagonist -3.
For O=C(Cc1cccs1)Nc1cccc(C(=O)Nc2ccco2)c1 the results were GalR3 antagonist 2, OXTR ag 1.0, V1aR counter 1.8, PHOSPHO1 inh 34, MEKK2 WT-MEK5 99, NALP1 inh -6, MEKK3 PB1 HTS 96, MEKK2 mut-MEK5 0 and GPR7 antagonist -8.
Screening COC(=O)C1=C(N)Oc2cc(C)n(Cc3ccccc3)c(=O)c2C1c1ccccc1 (configuration not stated) returned GalR3 antagonist -6, OXTR ag -0.9, V1aR counter -0.8, PHOSPHO1 inh -14, MEKK2 WT-MEK5 99, NALP1 inh 8, MEKK3 PB1 HTS 103, MEKK2 mut-MEK5 0 and GPR7 antagonist -1.
`O=C(N/N=C/c1ccc[nH]1)c1cccc([N+](=O)[O-])c1` gave GalR3 antagonist 0, OXTR ag -1.7, V1aR counter 1.2, PHOSPHO1 inh 8, MEKK2 WT-MEK5 98, NALP1 inh 15, MEKK3 PB1 HTS 94, MEKK2 mut-MEK5 -1 and GPR7 antagonist -4.
`CCOc1ccc(NC(=O)CC2C(=O)N(c3ccc(OC)cc3)C(=O)N2CCc2cccs2)cc1` (configuration not stated) gave GalR3 antagonist 3, OXTR ag -0.3, V1aR counter -1.0, PHOSPHO1 inh 13, MEKK2 WT-MEK5 93, NALP1 inh 38, MEKK3 PB1 HTS 94, MEKK2 mut-MEK5 0 and GPR7 antagonist -1.
`CCCNC(=O)CSc1nc2ccc(OCC)cc2s1` gave GalR3 antagonist 6, OXTR ag -0.1, V1aR counter -0.2, PHOSPHO1 inh 12, MEKK2 WT-MEK5 103, NALP1 inh -1, MEKK3 PB1 HTS 115, MEKK2 mut-MEK5 -2 and GPR7 antagonist -4.
`CN(CC(=O)NCCCc1ccccc1)Cc1ccc(Br)cc1` gave GalR3 antagonist -11, OXTR ag -1.9, V1aR counter -0.6, PHOSPHO1 inh 47, MEKK2 WT-MEK5 105, NALP1 inh -3, MEKK3 PB1 HTS 106, MEKK2 mut-MEK5 7 and GPR7 antagonist 3.
Screening N#Cc1ccccc1Oc1ccccc1C=O returned GalR3 antagonist -8, OXTR ag -0.7, V1aR counter -1.3, PHOSPHO1 inh 34, MEKK2 WT-MEK5 93, NALP1 inh 5, MEKK3 PB1 HTS 96, MEKK2 mut-MEK5 -2 and GPR7 antagonist 2.
For O=C(NCC1CCCO1)NC12CC3CC(CC(C3)C1)C2 (configuration not stated) the results were GalR3 antagonist -11, OXTR ag 0.3, V1aR counter 0.2, PHOSPHO1 inh -8, MEKK2 WT-MEK5 91, NALP1 inh 23, MEKK3 PB1 HTS 87, MEKK2 mut-MEK5 -9 and GPR7 antagonist -10.
For Cc1ccc(S(=O)(=O)N2CCOC2CNC(=O)C(=O)NCc2ccccc2)cc1 (configuration not stated) the results were GalR3 antagonist -1, OXTR ag 0.6, V1aR counter 3.5, PHOSPHO1 inh 24, MEKK2 WT-MEK5 109, NALP1 inh -3, MEKK3 PB1 HTS 103, MEKK2 mut-MEK5 9 and GPR7 antagonist 15.

Quoted at random: 3 entries already listed
`CN(CC(=O)NCCCc1ccccc1)Cc1ccc(Br)cc1` gave GalR3 antagonist -11, OXTR ag -1.9, V1aR counter -0.6, PHOSPHO1 inh 47, MEKK2 WT-MEK5 105, NALP1 inh -3, MEKK3 PB1 HTS 106, MEKK2 mut-MEK5 7 and GPR7 antagonist 3.
Clc1ccc(Sc2cc(N3CCOCC3)nc(-c3ccccc3)n2)cc1 was read as GalR3 antagonist 3, OXTR ag 0.7, V1aR counter 0.5, PHOSPHO1 inh 29, MEKK2 WT-MEK5 94, NALP1 inh -3, MEKK3 PB1 HTS 87, MEKK2 mut-MEK5 -11 and GPR7 antagonist 5.
COc1ccc(C(=O)NNC2=NS(=O)(=O)c3ccccc32)cc1OC was read as GalR3 antagonist -5, OXTR ag 0.3, V1aR counter -0.2, PHOSPHO1 inh 32, MEKK2 WT-MEK5 103, NALP1 inh -7, MEKK3 PB1 HTS 102, MEKK2 mut-MEK5 7 and GPR7 antagonist -3.
